# Compound activity as filed in PubChem.
# AmpC detergent – qHTS Inhibitors of AmpC Beta-Lactamase (assay with detergent) | P00811 | AmpC hydrolysis of nitrocefin, absorbance 480 nm, 0.01% Triton | Potency, µM (series often up to 114 µM), inactives show at the highest dose activity change, negative = inhibition, most hits filed as inhibitors | 370,000 compounds, 0.041% hits | AID 485294, 2010;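 further: potency means the concentration at half of the fitted maximal effect; 0% = no-compound wells and -100% = no-enzyme wells; nearly all actives have a fitted effect of over 25% in size; some results filed as inactive show a strong effect at the top dose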
# Target sequence (P00811 whole entry, looked up): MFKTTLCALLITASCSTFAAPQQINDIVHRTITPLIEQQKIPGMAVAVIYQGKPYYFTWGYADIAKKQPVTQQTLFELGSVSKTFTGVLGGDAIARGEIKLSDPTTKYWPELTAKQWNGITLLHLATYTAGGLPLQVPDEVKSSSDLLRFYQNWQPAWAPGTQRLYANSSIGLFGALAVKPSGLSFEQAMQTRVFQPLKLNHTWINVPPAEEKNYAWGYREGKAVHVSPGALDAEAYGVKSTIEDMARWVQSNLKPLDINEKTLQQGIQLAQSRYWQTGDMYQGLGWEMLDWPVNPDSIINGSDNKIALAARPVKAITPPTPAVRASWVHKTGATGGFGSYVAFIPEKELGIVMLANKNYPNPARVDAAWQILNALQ
#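 AmpC (5.3 nM in the dispensed reagent) in 20 mM phosphate pH 7.0 with 0.01% (detergent screen) or 0.0001% Triton X-100 was preincubated with compounds for 15 min at room temperature. Nitrocefin was then added from an 800 uM solution, and hydrolysis was followed at 480 nm.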
# Shiga inhibitor – A qHTS for Small Molecule Inhibitors of Shiga Toxin; 290,000 compounds, 9.2% hits; AID 2315, 2010; inhibition, % at 38.7 µM; Vero cells, Shiga toxin protein synthesis inhibition reporter; in the data active means inhibition mostly above about 28%, no sharp cut-off; inactive means mostly below about 43%; further: 0% is about no effect
# FBPA Giardia inh – qHTS Assay for Inhibitors of Fructose-1,6-bisphosphate Aldolase from Giardia Lamblia. 290,000 compounds, 0.71% hits. Potency, µM (series often up to 59.6 µM), for inactives: top-dose activity, negative = inhibition, usual class: inhibitors. purified Giardia FBPA. A8B2U2. AID 2451, 2010; further: potency means the concentration at half of the fitted maximal effect; on the % scale 0 is the no-effect control and ±100 the full control effect; nearly all actives have a fitted effect of over 55% in size
# Target sequence (A8B2U2 whole entry, looked up): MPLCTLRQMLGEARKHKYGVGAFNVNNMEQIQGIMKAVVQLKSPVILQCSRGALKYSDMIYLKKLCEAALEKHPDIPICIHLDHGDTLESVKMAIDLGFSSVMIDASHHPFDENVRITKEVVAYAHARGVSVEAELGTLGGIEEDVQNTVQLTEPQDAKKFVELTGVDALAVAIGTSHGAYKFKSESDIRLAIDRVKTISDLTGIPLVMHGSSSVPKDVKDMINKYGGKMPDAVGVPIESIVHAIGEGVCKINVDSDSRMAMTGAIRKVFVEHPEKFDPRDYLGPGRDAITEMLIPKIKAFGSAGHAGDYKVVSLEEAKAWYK
#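 Giardia FBPA (40 nM reagent) was preincubated 10 min at RT with compound (up to 57.5 uM final), then substrate plus GAPDH/TPI/NAD/arsenate coupling system with diaphorase/resazurin was added; resorufin fluorescence (525/598 nm) was read after 20 min.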
# HCMV antiviral – qHTS Assay for inhibitors of the human cytomegalovirus (HCMV) | HFF cells, HCMV-luciferase reporter, 72 h; stronger effect = lower value | activity change, negative = inhibition, % at 57.5 µM | 410,000 compounds, 4.5% hits; in the data active means activity change below about -60%; inconclusive means no clear call, values can overlap the other calls; inactive means above about -39%; further: on the % scale 0 is the no-effect control and ±100 the full control effect
#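 After 16 h attachment at 37C, HFF cells received test compound and HCMV-luciferase (1 PFU/cell); reporter luminescence read 72 h later, data normalized against buffer-only and known inhibitor Salinomycin.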
# AMA1-RON2 inh – qHTS for Inhibitors of AMA1-RON; Towards Development of Antimalarial Drug Lead: Primary Screen | Plasmodium falciparum AMA1 (3D7) - RON2 peptide interaction | AlphaScreen AMA1-biotinylated RON2 peptide binding | Potency, µM (series often up to 58.2 µM), inactives show at the top dose activity change, negative = inhibition, most hits filed as inhibitors | 360,000 compounds, 0.2% hits;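 further: potency means the concentration at half of the fitted maximal effect; 0% = vehicle wells and -100% = peptide control; nearly all actives have a fitted effect of over 45% in size; some results filed as inactive show a strong effect at the top dose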
#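 AMA1 (3D7) with his tag at 25 nM final met compounds first, then biotinylated RON2 peptide at 25 nM; detection used donor plus acceptor beads, 10 µg/mL apiece, read by AlphaScreen after 30 min at room temperature.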
# AmpC no deterg – qHTS Inhibitors of AmpC Beta-Lactamase (assay without detergent); P00811; AmpC nitrocefin hydrolysis, absorbance 480 nm, 0.0001% Triton; Potency, µM (top dose mostly 57.1 µM), inactives show at the top dose activity change, negative = inhibition, actives largely listed as inhibitors; 330,000 compounds, 0.52% hits; AID 485341, 2010;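 further: potency means the concentration at half of the fitted maximal effect; plate controls were no compound for no effect and no enzyme for full effect; nearly all actives have a fitted effect of over 20% in size; some results filed as inactive show a strong effect at the top dose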
#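 AmpC (5.3 nM in the dispensed reagent) in 20 mM phosphate pH 7.0 with 0.01% (detergent screen) or 0.0001% Triton X-100 was preincubated with compounds for 15 min at room temperature. Nitrocefin was then added from an 800 uM solution, and hydrolysis was followed at 480 nm.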
# CHX counter – Cycloheximide Counterscreen for Small Molecule Inhibitors of Shiga Toxin | cell reporter, cycloheximide protein synthesis inhibition counterscreen | max response, % | 300,000 compounds, 12% hits | AID 2314, 2010; in the data active means max response mostly above about 13%, no sharp cut-off; inactive means mostly below about 14%; further: read at 38.3 µM for the half of the compounds with a filed dose; 0% is about no effect
# * hit, by the source's call; ? = inconclusive; · = not tested or not shown; & = joins results of further samples; [ ] = another dose, or the depositor's remark. Unless noted, the call rests on the fitted dose curve; in most records, active means well fitted curve in the direction sought with a large enough effect; inconclusive means small, poorly fitted or top-dose-only effect, or another doubt; inactive means no such curve, though single readings can be large; an effect the other way counts as inactive or inconclusive. Rows are unselected (roughly 16% active in at least one column).
SMILES,AmpC detergent,Shiga inhibitor,FBPA Giardia inh,HCMV antiviral,AMA1-RON2 inh,AmpC no deterg,CHX counter
CCn1c(CNc2ccc(Cl)cc2)nnc1SCC#N,1%,-9,-1%,0,-6%,-8%,-1
FC(F)C(F)(F)C1=CC(c2ccccc2)=NCCN1,-14%,-17,0%,?,6%,-4%,-3
O=C(CC12CC3CC(CC(C3)C1)C2)NCc1ccc(F)cc1,5%,-6,1%,-1,10%,-3%,1
Cc1oc2c(F)c(F)c(F)c(F)c2c1S(=O)(=O)Nc1cccc(C(F)(F)F)c1,-9%,-5,·,-98*,15%,8%,2
Cc1cc(C)cc(NC(=O)[C@@H](NC(=O)c2ccco2)C(C)C)c1,?,3,-3%,24,9%,-2%,-2
Cn1c(=O)c2[nH]c(SCc3ccccn3)nc2n(C)c1=S,-10%,-3,?,19,·,-19%,-3
C/C(=N/NC(N)=S)c1cc2ccc(O)cc2oc1=O,-4%,-3,-9%,-22,83%[activator],-24%,1
Cc1c(NC(=O)COC(=O)Cn2cc(C(F)(F)F)ccc2=O)cccc1[N+](=O)[O-],?,·,·,-15,1%,-14%,·
COc1ccc(C(=O)Cc2ccccc2)cc1OC,-5%,22,2%,62,27%,-18%,-1
O=C1CCCN2N=C(SCC(=O)N3N=C(c4ccc(Br)cc4)CC3c3ccc(F)cc3)SC2=N1 (stereo not given),-16%,-2,2%,2,-10%,104%[activator],11
O=C(NCc1ccc(F)cc1)C1CC(=O)N(Cc2ccco2)C1 (stereo not given),-4%,6,·,14,-3%,58%,13
O=c1cnnc(N/N=C/c2cccs2)[nH]1,4%,-6,?,-32,65%[activator],-7%,1
C/C(=N\NC(=O)c1nn(C)c(C)c1Br)c1ccc(NC(=O)C2CCCC2)cc1,-14%,107*,·,94,-2%,2%,41*
Cc1nc(SCC(=O)N2CCOCC2)c2c(C)c(C)sc2n1,-3%,6,10%,-27,28%,10%,0
CCOC(=O)C1(CCCc2ccccc2)CCN(C(=O)Cc2nonc2C)CC1,4%,-1,6%,44,5%,156%[activator],-2
CC1CC1C(=O)OCC(=O)NC(=O)NCc1ccco1 (stereo not given),?,-8,0%,3,14%,-17%,-5
O=C(Cc1cccs1)N(c1ccc(Br)cc1)C1C=CS(=O)(=O)C1 (stereo not given),-7%,-3,3%,21,-1%,3%,-3
CC1CN(S(=O)(=O)c2ccccc2)C(C)N1C(=O)N1CCOCC1 (stereo not given),-13%,-1,3%,-30,4%,-15%,-4
O=C(O)c1ccc2c(c1)C(=O)N(CCc1ccc(O)cc1)C2=O,?,-2,22%,·,·,-22%,5
CCOc1ccc(Nc2ccc(C(=O)O)cc2[N+](=O)[O-])cc1,2%,-6,11%,43,-2%,-14%,1

# Complete entries from above. Order of screens: AmpC detergent | Shiga inhibitor | FBPA Giardia inh | HCMV antiviral | AMA1-RON2 inh | AmpC no deterg | CHX counter
# C/C(=N\NC(=O)c1nn(C)c(C)c1Br)c1ccc(NC(=O)C2CCCC2)cc1 across the screens: -14% | 107* | · | 94 | -2% | 2% | 41*
# CCOC(=O)C1(CCCc2ccccc2)CCN(C(=O)Cc2nonc2C)CC1 across the screens: 4% | -1 | 6% | 44 | 5% | 156%[activator] | -2

# The results go on.
SMILES,AmpC detergent,Shiga inhibitor,FBPA Giardia inh,HCMV antiviral,AMA1-RON2 inh,AmpC no deterg,CHX counter
O=C(O)c1ccc2c(c1)C(=O)N(c1ccc([N+](=O)[O-])cn1)C2=O,?,-2,-3%,8,-1%,0%,-2
O=C(CN(Cc1ccc2c(c1)OCO2)C(=O)CSc1nc2ccccc2o1)NC1CCCCC1,-6%,-10,4%,29,-3%,-5%,0
O=C(NNC(=O)c1cccc(S(=O)(=O)N2CCc3ccccc32)c1)c1ccccc1,2%,-18,4%,?,52%[activator],-55%,-1
COc1cc(S(C)=O)ccc1-c1nc2ncccc2[nH]1 (stereo not given),?,·,-5%,126,-1%,-15%,·
O=C(CNC(=O)c1ccc(Br)o1)NCc1ccc(Cl)cc1Cl,6%,-15,·,?,4%,18%,-4
CC1C/C(=N\NC(=O)c2cccnc2)CC(C)(C)C1 (stereo not given),0%,65,-10%,-34,25%,-14%[11.4 µM],18*
N#CC1=C(N)Oc2cc(O)ccc2C1c1ccc2c(c1)OCO2 (stereo not given),-1%,-1,-7%,44,0%,-30%,-1
O=C(/C(=N/N=C/c1ccc(O)c(O)c1)c1ccccc1)c1ccccc1,-3%,10,?,-7,-23%,-44%,0
CCSc1nc(-c2ccco2)ccc1C#N,1%,-19,-1%,57,34%[activator],-45%,-4
O=C(N/N=C\c1ccccc1)c1sccc1-n1cccc1,-12%,49*,-17%,35,-4%,-41%,26*
COC(=O)c1ccc2c(C)c(C(C)(C)O)[nH]c2c1,-9%,37,-3%,-17,0%,-16%,15*
COc1ccc(NC(=O)CSCC(=O)Nc2ccc(C)c(S(=O)(=O)N3CCCCCC3)c2)cc1,?,·,·,-15,8%,-21%,·
COc1ccc(NC(=O)CSc2ncnc3c2nnn3-c2ccc(F)cc2)c(OC)c1,-6%,28,8%,69,3%,-24%,4
C[C@H](CO)N1C[C@H](C)[C@@H](CN(C)S(=O)(=O)c2ccccc2)Oc2c(NC(=O)Nc3ccccc3)cccc2C1=O,·,·,·,-34,8%,210%[activator],·
CCOC(=O)c1c(-c2ccc(C)cc2C)csc1NC(=O)CSc1nnnn1C,?,-5,-11%,-95*,-5%,30%,-3
CCCCCn1c(N)c(C(=O)NCc2cccs2)c2nc3ccccc3nc21,-10%,12,-27%,-1,13%,-11%,0
CC1CC(C)CN(S(=O)(=O)c2ccc(C(=O)NCc3ccco3)cc2)C1 (stereo not given),4%,-7,8%,-10,-1%,-32%,5
COc1cc(NC(=O)c2ccc3c(=O)n(Cc4ccco4)c(=S)[nH]c3c2)cc(OC)c1OC,1%,15,-5%,5,44%[activator],-25%,-1
NC(=O)c1ccc(NC(=O)COC(=O)C2(c3cccc(F)c3)CCCC2)cc1,-10%,-1,-16%,-35,15%,-34%[11.4 µM],-2
CC(CNC(=O)c1ccc(OC2CCN(Cc3ccccn3)CC2)cc1)Oc1cccnc1 (stereo not given),-3%,15,·,-19,44%[activator],73%[activator],-2
CCOC(=O)N1CCN(C(=O)c2cccc(S(=O)(=O)Nc3ccc(OC)cc3)c2)CC1,3%,·,·,0,52%[activator],7%,·
COC(=O)CNS(=O)(=O)c1ccc(OC)cc1,3%,-22,0%,·,4%,-22%,-2
Cc1occc1-c1nnc(SCC(=O)N(C)c2ccccc2)o1,-10%,·,·,-13,11%,-12%,·
COc1ccc(NC(=O)COC(=O)COc2cccc3c2OC(C)(C)C3)cc1,?,·,·,-9,10%,-10%,·
Cc1cc(S(=O)(=O)N2CCCC(N(C)CCc3ccccn3)C2)c(C)s1 (stereo not given),5%,-20,·,-24,·,59%,15
Nc1ccc(S(=O)(=O)NC2(C(F)(F)F)NC(=O)N(c3ccc(F)cc3)C2=O)cc1 (stereo not given),6%,-10,·,14,4%,-6%,-2
O=C(NCCc1c[nH]c2ccccc12)c1ccc2[nH]c(=O)c(=O)[nH]c2c1,-7%,-9,3%,54,9%,-33%,-3
CC(C)c1c(C(=O)N/N=C/c2c[nH]c3ccccc23)nnn1-c1nonc1N,-6%,-5,·,-7,31%[activator],-40%,-8
Cn1c(=O)[nH]c(=O)c2c1ncn2CCCc1ccccc1,-14%,17,5%,69,24%,-12%,-4
COc1ccc(C(CNC(=O)c2cccc(NS(=O)(=O)c3ccc(C)c(F)c3)c2)N2CCOCC2)cc1 (stereo not given),?,·,·,19,-2%,?,·
CCOc1cc(C(=S)N2CCCC2)ccc1OCc1ccccc1,2%,-8,-2%,-13,?,23%,5
COc1ccc(NC(=S)N2N=CCC2c2ccccc2)cc1 (stereo not given),?,89*,-10%,111,1%,-22%,36*
Cc1nnc(SC(C)C(=O)Nc2ccc3ccccc3c2)n1C (stereo not given),1%,·,·,-11,0%,-13%,·
Cc1c(Cl)cccc1NC(=S)N(Cc1ccco1)C(C)c1ccccn1 (stereo not given),4%,-8,-3%,?,74%[activator],-7%,6
COc1ccc(-c2csc(/C=C/c3ccc4c(c3)OCO4)n2)cc1OC,-3%,28,-12%,12,3%,-4%,7
Cc1cc(C)n2c(Nc3ccc4c(c3)OCCO4)c(-c3ccccc3)nc2n1,-2%&3%,52*,-17%,33&-24,-15%,46%,46*
CCn1c(CC(=O)Nc2ccccc2C)nnc1SCC(=O)NC1CCCC1,2%,19,1%,?,5%,0%,21*
CCn1c(=O)c(C(=O)NC(C)C)c(O)c2ccccc21,0%,-16,-15%,-31,45%[activator],3%,8
COc1ccc2c(c1OC)CN1CCc3cc4c(cc3C1C2)OCO4 (stereo not given),-15%,3,-7%,-87*,-18%,14%,-2
COc1ccc(Nc2ncc(C#N)c(N)n2)c(OC)c1,2%,70*,-3%,22,-8%,-6%,20*

# 12 structures from above, sorted by molar mass, rising.
SMILES,AmpC detergent,Shiga inhibitor,FBPA Giardia inh,HCMV antiviral,AMA1-RON2 inh,AmpC no deterg,CHX counter
FC(F)C(F)(F)C1=CC(c2ccccc2)=NCCN1,-14%,-17,0%,?,6%,-4%,-3
Cn1c(=O)c2[nH]c(SCc3ccccn3)nc2n(C)c1=S,-10%,-3,?,19,·,-19%,-3
Cc1nc(SCC(=O)N2CCOCC2)c2c(C)c(C)sc2n1,-3%,6,10%,-27,28%,10%,0
COc1ccc2c(c1OC)CN1CCc3cc4c(cc3C1C2)OCO4 (stereo not given),-15%,3,-7%,-87*,-18%,14%,-2
Cc1cc(C)n2c(Nc3ccc4c(c3)OCCO4)c(-c3ccccc3)nc2n1,-2%&3%,52*,-17%,33&-24,-15%,46%,46*
Cc1c(Cl)cccc1NC(=S)N(Cc1ccco1)C(C)c1ccccn1 (stereo not given),4%,-8,-3%,?,74%[activator],-7%,6
O=C(Cc1cccs1)N(c1ccc(Br)cc1)C1C=CS(=O)(=O)C1 (stereo not given),-7%,-3,3%,21,-1%,3%,-3
O=C(NNC(=O)c1cccc(S(=O)(=O)N2CCc3ccccc32)c1)c1ccccc1,2%,-18,4%,?,52%[activator],-55%,-1
C/C(=N\NC(=O)c1nn(C)c(C)c1Br)c1ccc(NC(=O)C2CCCC2)cc1,-14%,107*,·,94,-2%,2%,41*
CCOC(=O)N1CCN(C(=O)c2cccc(S(=O)(=O)Nc3ccc(OC)cc3)c2)CC1,3%,·,·,0,52%[activator],7%,·
O=C(CN(Cc1ccc2c(c1)OCO2)C(=O)CSc1nc2ccccc2o1)NC1CCCCC1,-6%,-10,4%,29,-3%,-5%,0
COc1ccc(C(CNC(=O)c2cccc(NS(=O)(=O)c3ccc(C)c(F)c3)c2)N2CCOCC2)cc1 (stereo not given),?,·,·,19,-2%,?,·
